Mdm2 MdmX PPI = inhibitors of human Mdm2/MdmX interaction; O15151+Q00987; SaOS-2 split-luciferase Mdm2/MdmX complementation, luminescence; inhibition, % at 8 µM; 330,000 tested, 3% active; AID 485346;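 active = inhibition of at least 50% at 8 µM in the primary screen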
Target sequence (O15151 whole entry, looked up): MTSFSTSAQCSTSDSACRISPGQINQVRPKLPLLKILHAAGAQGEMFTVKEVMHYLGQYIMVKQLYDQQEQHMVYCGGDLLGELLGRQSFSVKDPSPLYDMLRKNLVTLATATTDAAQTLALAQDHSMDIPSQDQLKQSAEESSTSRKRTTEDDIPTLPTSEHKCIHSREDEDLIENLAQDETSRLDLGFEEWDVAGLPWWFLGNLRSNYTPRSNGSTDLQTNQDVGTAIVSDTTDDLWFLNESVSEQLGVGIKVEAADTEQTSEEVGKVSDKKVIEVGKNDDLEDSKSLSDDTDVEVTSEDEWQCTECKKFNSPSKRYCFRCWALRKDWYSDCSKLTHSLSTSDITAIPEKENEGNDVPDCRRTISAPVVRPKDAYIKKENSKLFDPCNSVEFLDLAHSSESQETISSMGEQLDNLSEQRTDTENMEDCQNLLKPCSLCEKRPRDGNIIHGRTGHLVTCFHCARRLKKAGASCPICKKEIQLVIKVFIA
Target sequence (Q00987 whole entry, looked up): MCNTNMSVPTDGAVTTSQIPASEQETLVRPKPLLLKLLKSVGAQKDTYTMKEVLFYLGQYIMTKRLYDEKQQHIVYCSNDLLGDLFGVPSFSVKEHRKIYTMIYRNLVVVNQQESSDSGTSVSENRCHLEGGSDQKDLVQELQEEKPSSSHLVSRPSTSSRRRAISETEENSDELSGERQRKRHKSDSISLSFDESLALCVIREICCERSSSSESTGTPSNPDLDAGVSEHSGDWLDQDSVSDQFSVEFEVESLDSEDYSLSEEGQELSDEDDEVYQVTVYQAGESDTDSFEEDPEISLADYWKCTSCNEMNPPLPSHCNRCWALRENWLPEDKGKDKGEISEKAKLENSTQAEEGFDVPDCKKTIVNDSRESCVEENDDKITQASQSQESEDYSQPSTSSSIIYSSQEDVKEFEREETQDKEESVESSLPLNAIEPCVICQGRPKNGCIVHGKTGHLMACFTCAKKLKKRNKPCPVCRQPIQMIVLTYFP
UPR XBP1 act = adaptive UPR (XBP1) activation; activation, % at 20 µM; CHO-XBP1 luciferase reporter, IRE1-XBP1 UPR activation, luminescence; percent of tunicamycin response, DMSO as zero; 330,000 tested, 0.33% active; AID 463104;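 active = versus positive control, 20 µM dose yields 30% or more activation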;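 note: 100% = tunicamycin at 10 µg/mL and 0% = DMSO only wells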
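assay system = CHO-XBP1 luciferase reporter cells | amount = 1000 cells/well | buffer or medium = F12 plus 10% FBS | compound dosing = single point, 20 µM final compound, 1% DMSO | incubation = 16-18 h cell attachment at 37 °C, then 6 h compound exposure | detection = Steady-Glo luminescence read | controls = tunicamycin 10 µg/mL and vehicle-only wells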
Jurkat NFkB inh = inhibitors of the PMA/ionomycin-induced NF-kB reporter in Jurkat cells; PMA/ionomycin-induced NF-kB luciferase reporter, luminescence; inhibition, % at 4 µM; 330,000 tested, 0.53% active; in the data active = inhibition above about 50%
697 NFkB inh = inhibitors of the PMA/ionomycin-induced NF-kB reporter in 697 B cells | 697 B-cell NF-kB luciferase reporter, 16 h | inhibition, % at 4 µM | 330,000 tested, 0.33% active | AID 435022; in the data active = inhibition above about 35%
tim10-1 inh = inhibits growth of tim10-1 mutant yeast | S. cerevisiae tim10-1 ts strain growth, BacTiter-Glo, 24 h | inhibition, % at 20 µM | 330,000 tested, 2.2% active | AID 463190;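 active = inhibition of at least 40%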;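 note: mutant grown at 25 °C; 0% = DMSO wells with yeast and 100% = wells holding no yeast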
UPR CHOP act = activators of apoptotic arm of unfolded protein response (CHOP) | activation, % at 10 µM | 330,000 tested, 0.34% active | AID 449763 | CHO-CHOP luciferase reporter, UPR activation, luminescence; percent of tunicamycin response over DMSO baseline;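 active = at 10 µM dose, activation of 40% or more, normalized to positive control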;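 note: 100% = tunicamycin at 10 µg/mL and 0% = DMSO alone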
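Assay system: CHO cells with stable CHOP pathway luciferase reporter; Buffer or medium: F12 plus 10% serum; Times: 16-18 h cell attachment, then 6 h compound exposure, 37 °C; Signal: luciferase luminescence; Read-out basis: percent activation relative to tunicamycin control; Control set: tunicamycin high control, DMSO low control.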
TIM10 inh = inhibits growth of TIM10 yeast strain; S. cerevisiae TIM10 strain growth, BacTiter-Glo luminescence, 24 h; 330,000 tested, 1.4% active; inhibition, % at 10 µM; AID 463195;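 active = inhibition of 40% or more at the single tested concentration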;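 note: wild-type TIM10 isogenic control strain grown at permissive 25 °C; 0% = DMSO yeast wells and 100% = minimal medium wells without yeast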
tim23-1 inh = tim23-1 yeast growth inhibition | 330,000 tested, 1.3% active | inhibition, % at 20 µM | S. cerevisiae tim23-1 growth, BacTiter-Glo luminescence, 24 h | AID 463212;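 active = growth inhibition of the mutant yeast at or above 50%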;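 note: temperature-sensitive mutant grown at 25 °C; plate controls were DMSO-treated mutant yeast for no effect and medium wells lacking yeast for full effect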
Starred values were filed as active, the others as inactive.

Below each compound: 697 NFkB inh, TIM10 inh, Jurkat NFkB inh, UPR XBP1 act, Mdm2 MdmX PPI, UPR CHOP act, tim23-1 inh, tim10-1 inh
(1) Cc1c(/C(O)=C2\C(=O)C(=O)N(CCN(C)C)C2c2cccnc2)cnn1-c1ccccc1 (stereo not drawn)
    28, -5, -5, -1, -5, 1.2, -8, -8
(2) O=C1N(Cc2cccc(Cl)c2)C[C@@H]2C[C@@H](c3ccccn3)N3CCC[C@@]123
    14, 10, 7, -2, 15, 1.9, 6, 18
(3) Cc1ccc(C)c(N(CC(=O)NCCC2=CCCCC2)S(C)(=O)=O)c1
    3, 16, 9, -2, -17, 0.2, 24, 18
(4) COc1ccc(NC(=S)c2ccc3ccccc3n2)cc1
    -48, 16, -67, 1, -69, 3.5, 40, 56*
(5) Cc1ccccc1NC(=S)NCCC(c1ccccc1)c1ccccc1
    12, 17, 3, -2, 30, -0.6, 22, 18
(6) C=CCn1c(COc2ccc(CC)cc2)nnc1SC/C(O)=C(\C#N)c1nc2ccccc2[nH]1
    -17, 9, 4, 0, -4, 0.8, 13, 10
(7) COc1ccc(-n2c(SCC(=O)NCC3CCCO3)nc3c([nH]c4ccccc43)c2=O)cc1OC (stereo not drawn)
    14, 1, 0, -4, 3, 0.3, 4, 3
(8) O=C(Nc1ccc2c(c1)OCO2)c1cccc(S(=O)(=O)N2CCOCC2)c1
    14, 3, 1, -1, 16, 2.8, 11, 19
(9) Cc1cccc(Oc2ccccc2NC(=O)CN2C(=O)NC3(CCCC3)C2=O)c1
    2, -5, -2, -2, 11, 5.2, 4, -3
(10) S=C(Nc1ccccc1)N1CCCCCC1
    1, 8, 4, 0, -3, -0.7, 9, 15
(11) CC(C)(C)NC(=O)NC(=O)COC(=O)CCC1CCCCC1
    12, 29, -8, -2, -7, -0.1, 11, 40*
(12) COc1cccc(N2CCN(C3CC(=O)N(c4ccc(C)c(Cl)c4)C3=O)CC2)c1 (stereo not drawn)
    1, 20, 6, -2, 16, -1.8, 7, 35
(13) CSCC[C@H](NC(=O)c1cccs1)c1nnc2ccccn12
    -1, 4, -4, -3, -1, -0.3, 1, -16
(14) CSc1ccc(Cn2nnc(C(=O)NCCc3ccc(Cl)cc3)c2N)cc1
    -1, -19, -8, -1, 13, 3.2, -11, -16
(15) COc1ccc(OC)c(NC(=O)COc2ccc(Br)cc2)c1
    3, -13, 11, -1, 23, 1.4, -8, -7
(16) CCCOc1ccc(/C(O)=C2/C(=O)C(=O)N(CCCn3ccnc3)C2c2cccs2)cc1 (stereo not drawn)
    -23, -13, -27, 1, -1, 1.7, -2, 5
(17) COc1ccc(-c2csc(/C(C#N)=C/Nc3cc4oc5ccccc5c4cc3OC)n2)cc1
    -4, -13, -2, -1, 11, -2.3, 15, 21
(18) Cc1cc(NCc2cccnc2)nc(N)n1
    17, -4, 0, -2, 15, -1.0, -1, -12
(19) Cc1ccc(-c2noc(CCCOc3ccc(Cl)cc3Cl)n2)cc1
    22, 3, -9, 0, 12, 0.8, 12, 19
(20) CCCSCCCNC(=O)CC1Oc2ccccc2NC1=O (stereo not drawn)
    -10, 11, 8, 1, 24, 4.4, 11, -2
(21) CC(CNC(=O)C1CCCCC1)NC(=O)C1CCCCC1 (stereo not drawn)
    12, 6, -7, -2, 11, -1.5, 0, -3
(22) C=CCn1c(COc2ccccc2)nnc1SCc1ccc(C#N)cc1
    2, -29, 23, -3, 26, 0.5, 13, -1
(23) O=C(Oc1ccc([N+](=O)[O-])cc1)c1cccnc1
    0, 2, -7, -1, -3, -1.9, 7, -2
(24) Cc1nnc(SCc2ccccc2Cl)n(N)c1=O
    20, -10, -2, -2, -16, -1.6, 10, 15
(25) CC1C/C(=N/O)C(C)CN1 (stereo not drawn)
    1, 2, -2, -2, 8, 2.5, 16, 13
(26) CCC/C(O)=C1\C(=O)CC(C)(C)CC1=Nc1ccc(OC)cc1
    -8, -1, 6, -5, 16, 2.8, 35, 13
(27) CC(NC(=O)NC1CCCCC1)C(c1cccs1)N1CCOCC1 (stereo not drawn)
    14, -7, 18, -2, 8, 2.8, -3, -2
(28) CC1CCN(c2ccc3c(c2)S(=O)(=O)c2cccc(C(=O)O)c2C3=O)CC1
    -7, -5, -13, -1, 4, 0.9, -8, -9
(29) CC1CC(=O)Nc2ccccc2N1C(=O)CN1C(=O)C(=O)N(C)C1=O (stereo not drawn)
    11, -7, -9, -1, 12, -1.0, 6, -10
(30) O=C(Nc1ccc(F)cc1F)c1ccc(-n2cccn2)nc1
    22, -50, -8, 0, -2, 1.7, 6, 3

Next section.
Below each compound: 697 NFkB inh, TIM10 inh, Jurkat NFkB inh, UPR XBP1 act, Mdm2 MdmX PPI, UPR CHOP act, tim23-1 inh, tim10-1 inh
(31) Cc1ccc(C(=O)OCC(=O)N2CCOCC2)c(C)c1
    -23, -10, -16, 0, -2, 1.2, 10, 6
(32) COc1cc(S(=O)(=O)N(C)C)ccc1Br
    29, 10, 10, 2, 15, -1.3, 3, 21
(33) O=C(CN1C(=O)NC2(CCCCCC2)C1=O)Nc1ccc(Cl)cc1Cl
    -5, 4, -3, -2, -2, -1.3, -1, -10
(34) O=C(CS(=O)CC(=O)N(CC(=O)NC1CCCC1)C1CCCCC1)Nc1ccc(F)cc1 (stereo not drawn)
    5, -12, 6, 3, 31, -0.4, 7, 7
(35) COC(=O)c1cc(S(=O)(=O)N2CCN(C3CCCCC3)CC2)c[nH]1
    -1, -17, 21, -4, 37, 2.1, 11, -6
(36) C/C(=N\NC(=O)c1cc(-c2ccc(O)cc2)nc2ccccc12)c1cccnc1
    30, 11, 3, -2, -9, 2.3, 2, -6
(37) Cc1c(C(=O)N2CCN(S(C)(=O)=O)CC2)oc2ccccc12
    6, -4, 10, 1, 7, -0.3, 7, 6
(38) COc1ccc(C2c3cc(OC)c(OC)cc3CCN2C(=O)c2ccccc2)cc1OC (stereo not drawn)
    5, -4, 4, -2, 21, 3.5, 22, 14
(39) CNC(=O)c1cccc(NC(=O)C(C)c2ccc3cc(OC)ccc3c2)c1 (stereo not drawn)
    -7, -6, -11, -3, -2, -1.2, -1, -25
(40) Cc1ccc(C(=O)N2CCN(Cc3ccc4c(c3)OCO4)CC2)cc1S(=O)(=O)N1CCOCC1
    -4, -9, -1, 0, 7, -2.0, 20, -2
(41) CCOC(=O)C1CCN(C(c2ccccn2)c2c(C)[nH]c3ccccc23)CC1 (stereo not drawn)
    2, 8, 19, -4, 46, 0.9, 17, 7
(42) COc1ccc(/C=C/C(=O)c2ccccc2)c(OC)c1
    -13, 22, -48, -2, -34, 5.1, 20, 44*
(43) O=C1N(Cc2ccc3c(c2)OCO3)c2ccccc2C1(O)c1c[nH]c2ccccc12 (stereo not drawn)
    10, 15, 15, -4, 24, 0.0, 25, 21
(44) OCCN1CCN(CC/C=C2/c3ccccc3CSc3ccccc32)CC1
    -49, 23, -38, -1, 25, -1.2, 4, 25
(45) Cc1ccc(/C=N/N2CCN(c3ccccn3)CC2)o1
    3, -12, -25, 6, 16, 6.3, 9, -4
(46) CO/N=C(/COc1ccc(F)cc1)c1ccc(OC)cc1
    6, 2, -4, -3, 24, -0.6, 6, -14
(47) COc1cc(NC(=S)NC2CC2)c(OC)cc1Cl
    -4, 11, -15, 5, 14, 0.6, 9, 25
(48) CC(C)C(C(=O)NC1CCCCC1)N(CC1CCCO1)C(=O)CNS(=O)(=O)c1ccc(F)cc1 (stereo not drawn)
    7, -7, -5, 1, -1, 1.8, 7, 7
(49) COC(CNC(=O)c1cccc(-n2c(=S)[nH]c3cc(Cl)ccc3c2=O)c1)OC
    16, 7, 4, 6, 4, 0.1, -5, 15
(50) CCCCN(CC)c1nc(N)c2c(N)nc(OCC)cc2c1C#N
    -14, 13, 16, 4, 42, -0.4, 56*, 23
(51) Cn1c(=O)c2c(ncn2CC(=O)N2CCN(c3ccccc3F)CC2)n(C)c1=O
    12, 16, -14, -3, 17, -0.9, 17, 7
(52) O=C(COC(=O)CCC1CCCC1)Nc1cc(S(=O)(=O)N2CCOCC2)ccc1Cl
    34, 3, -7, 5, 16, 1.1, 33, 30
(53) Cc1ccc(C(=O)NC(=S)Nc2ccc(N3CCOCC3)cc2)cc1C
    -22, -7, 6, 0, 0, 2.1, 9, 11
(54) COc1ccc(OC)c(CN2CCCC(C(=O)N3CCCCC3)C2)c1 (stereo not drawn)
    -3, 1, -3, -1, 8, -0.2, -19, 3
(55) COc1cccc(/C=N/NC(=O)C[n+]2ccccc2)c1OC
    17, 3, 5, 1, -11, 0.4, 5, 10
(56) C#Cc1ccc([C@@H]2C=C(C(=O)NCc3ccccc3)O[C@H](OCCCCO)C2)cc1
    -6, 14, -1, 0, 5, -1.5, 27, 17
(57) CCCn1c(N)c(Sc2ccc(C)cc2)c(=O)n(CCC)c1=O
    4, 3, 10, 3, 15, -0.8, -2, 9
(58) COC(=O)Cc1cc(=O)[nH]c(/N=C(\N)Nc2cccc(C)c2)n1
    0, 11, -4, 0, 4, 0.4, 3, 1
(59) O=C(/C=C/c1ccco1)N(Cc1ccccc1F)C1CCS(=O)(=O)C1 (stereo not drawn)
    2, 10, -16, 3, -3, 1.3, 4, -5
(60) O=C(O)CNC(=O)CCn1nnc2ccccc2c1=O
    8, -3, -3, -1, 7, -0.1, -3, -3

Entries listed so far with a cyano group, in the order listed:
Below each compound: 697 NFkB inh, TIM10 inh, Jurkat NFkB inh, UPR XBP1 act, Mdm2 MdmX PPI, UPR CHOP act, tim23-1 inh, tim10-1 inh
(6) C=CCn1c(COc2ccc(CC)cc2)nnc1SC/C(O)=C(\C#N)c1nc2ccccc2[nH]1
    -17, 9, 4, 0, -4, 0.8, 13, 10
(17) COc1ccc(-c2csc(/C(C#N)=C/Nc3cc4oc5ccccc5c4cc3OC)n2)cc1
    -4, -13, -2, -1, 11, -2.3, 15, 21
(22) C=CCn1c(COc2ccccc2)nnc1SCc1ccc(C#N)cc1
    2, -29, 23, -3, 26, 0.5, 13, -1
(50) CCCCN(CC)c1nc(N)c2c(N)nc(OCC)cc2c1C#N
    -14, 13, 16, 4, 42, -0.4, 56*, 23

Carrying on:
Below each compound: 697 NFkB inh, TIM10 inh, Jurkat NFkB inh, UPR XBP1 act, Mdm2 MdmX PPI, UPR CHOP act, tim23-1 inh, tim10-1 inh
(61) COc1ccc(C(=O)NCC(=O)NCCc2c[nH]c3ccccc23)cc1OC
    9, -11, -10, -2, 5, -2.8, 17, 7
(62) O=C(NC1CCCCC1)C(c1ccncc1)N(C(=O)c1csnn1)c1cccc(F)c1 (stereo not drawn)
    9, -2, 2, -3, 2, 0.1, 1, 13
(63) Cc1cc(NC(=O)COC(=O)C2CC(=O)N(c3ccccc3Cl)C2)no1 (stereo not drawn)
    -24, -7, -25, -1, -1, 1.6, 13, 7
(64) Cc1nn2c(COc3ccc(NC(=O)C(C)C)cc3)nnc2c2ccccc12
    3, 9, 5, 4, -22, 0.3, 6, 5
